# Bioassay records as filed in PubChem BioAssay.
# West Nile antiviral – West Nile virus antiviral activity, cell-based, CPE readout (AID 1621). West Nile virus-infected cells, CPE inhibition; higher % means a stronger effect. actives 0.02% (n = 290,000). one-dose CPE inhibition, % at 10 µM; IC50 in µM for titrated hits; in the data active = a potency from the dose series; inconclusive = CPE inhibition mostly from about 3.7% at the one dose, without a potency; inactive = the rest, 99 in 100 with CPE inhibition below about 2.2%; also: strong numbers were not always called active
# ER stress rescue – rescue of cells from ER stress-induced death, primary screen, 384-well, CSM14.1, thapsigargin, ATP luminescence (AID 1222) | CSM14.1 thapsigargin-induced death rescue, ATP luminescence; higher % means a stronger effect | one-dose cellular ATP content (survival), % at 20 µM; EC50 in µM for titrated hits | 190,000 tested, under 10 active;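 active = EC50 below 50 µM in the dose-response confirmation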;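 also: death triggered by thapsigargin at about 15 µM added after 2 h compound pretreatment; cell ATP read after overnight thapsigargin exposure of roughly 18 to 22 hours; normalized against plate controls of thapsigargin alone and 5% DMSO vehicle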
# RSV antiviral HEp-2 – RSV antiviral activity via CPE protection, HEp-2 cells, primary 10 µM value included (AID 2391); actives 0.13% (n = 310,000); CPE inhibition, % at 10 µM, or IC50 in µM where a hit was titrated; HEp-2 cells, RSV-induced CPE inhibition; higher % means a stronger effect; in the data active = a potency from the dose series; inconclusive = CPE inhibition mostly from about 23% at the one dose, without a potency; inactive = the rest, 99 in 100 with CPE inhibition below about 21%; also: strong numbers were not always called active
# WT yeast gro inh – growth inhibition of WT strain, primary screen, mitochondrial fusion inhibitor project, WT and mutant strains, chemical genetic; mitochondrial fusion phenotypic screen; inhibition, % at 10 µM; actives 2.1% (n = 190,000); in the data active = inhibition above about 58%; tested in S. cerevisiae
# NS5 inhibitors – Dengue-2 NS5 methyltransferase inhibitors, primary screen, biochemical, confirmation dose response (AID 588689); Genome polyprotein (Dengue virus type 2 (strain 16681-PDK53)); Dengue-2 NS5 methyltransferase capping enzyme assay, biochemical; higher % means a stronger effect; one-dose inhibition, % at 25 µM; IC50 in µM for titrated hits; actives 0.3% (n = 340,000); in the data active = a potency from the dose series; inconclusive = inhibition above about 29% without an active follow-up result
# Yfh1-off respiration – enhancers of respiration in Yfh1-depleted yeast, dose response, Friedreich's ataxia, plus single-dose screen (AID 1465). S. cerevisiae Yfh1-off respiration, WST-1 reduction, 72 h; higher fold induction means a stronger effect. fold induction at 50 µM, or EC50 in µM where a hit was titrated. actives 0.074% (n = 220,000);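 active = fold induction of absorbance versus untreated yeast above a set limit, then at least 30% activation at any dose in follow-up; inconclusive = repeats straddling the limit, or above it without dose testing; inactive = fold induction below the set limit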;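 also: activators that raise dye reduction in frataxin-depleted yeast; strong numbers were not always called active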
# K1F lysis inhibition – inhibition of K1F phage lysis, E. coli UTI89, bacterial capsule biogenesis inhibitors, alamar blue (AID 488966) | E. coli UTI89 K1F phage lysis, alamar blue, 2 h; higher % means a stronger effect | inhibition, % at 100 µM, or IC50 in µM where a hit was titrated | actives 0.02% (n = 340,000);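 active = phage lysis inhibition, versus mean bacterial control, above a set limit; inconclusive = no clear call, values can overlap the other calls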;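 also: capsule biogenesis inhibitors block K1F phage lysis so surviving cells raise fluorescence; higher fluorescence means more inhibition of phage lysis; actives were called in the ten point dose series up to 300 µM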
# XIAP displacement – XIAP antagonists, biochemical, IAP family, fluorescence polarization (AID 1018). E3 ubiquitin-protein ligase XIAP (Homo sapiens). XIAP BIR domain, fluorescence polarization peptide displacement; higher % means a stronger effect. one-dose displacement, % at 20 µM; IC50 in µM for titrated hits. actives 0.007% (n = 200,000); in the data active = displacement above about 50%; also: a part of the inactive calls stands beside numbers as strong as those of hits
# SV40 large T antigen – SV40 large T antigen inhibitors, biochemical (AID 1903); SV40 large T antigen ATPase/helicase inhibition assay; higher % means a stronger effect; inhibition, % at 20 µM, or IC50 in µM where a hit was titrated; actives 0.39% (n = 310,000); in the data active = a potency from the dose series; inconclusive = inhibition mostly from about 32% at the one dose, without a potency; inactive = the rest, 99 in 100 with inhibition below about 32%; also: strong numbers were not always called active
# WT yeast gro inh mutant strain – second read-out of WT yeast gro inh, no call of its own (marks repeat the call); inhibition, %; mitochondrial fusion phenotypic screen, mutant strain inhibition
# NS5 inhibitors pilot replicate – second read-out of NS5 inhibitors, no call of its own (marks repeat the call); inhibition, %; measured here: pilot screen replicate inhibition
# * = called active by the depositor; i = inactive; ? = inconclusive; nt = no result given; [ ] = remark or other dose.
SMILES,West Nile antiviral,ER stress rescue,RSV antiviral HEp-2,WT yeast gro inh,WT yeast gro inh mutant strain,NS5 inhibitors,Yfh1-off respiration,K1F lysis inhibition,XIAP displacement,SV40 large T antigen,others
CSc1cccc(NC(=O)CN(C2CCCCC2)S(C)(=O)=O)c1,0.1%,0.3%,-0.7%,2,-16,-7%,i,0.4%,3.0%,1%,
COc1cc(-c2nc(S(=O)(=O)c3ccccc3)c(N3CCOCC3)o2)cc(OC)c1OC,0.3%,-2.6%,2.2%,-5,-10,-2%,i,-0.1%,-2.4%,-2%,
Cc1cccn2c(=O)c3cc(C(=O)NC4CCCCC4)sc3nc12,-0.2%,nt,1.9%,nt,nt,2%,nt,0.2%,nt,8%,
CCOC(=O)CN1CC23C=CC(O2)C(C(=O)Nc2ccc(OC)cc2OC)C3C1=O (stereo unspecified),0.6%,nt,0.4%,-14,-12,-8%,i,-0.6%,-10%,13%,
CCNC(=O)C1CC(=O)N(CC)C(=Nc2cc(Cl)c(O)c(Cl)c2)S1 (stereo unspecified),-0.7%,1.8%,0.9%,-4,-72,-5%,i,0.4%,0.2%,nt,
COc1ccc(CCC(=O)NC2=NCCS2)cc1OC,0.2%,1.3%,1.2%,-3,-4,-8%,i,-1.7%,-0.7%,14%,
Cc1ccccc1-c1nc(CN2CCCC(C(=O)NCCCN3CCOCC3)C2)c(C)o1 (stereo unspecified),nt,0.1%,-3.0%,9,4,-7%,nt,0.6%,-6.4%,4%,NS5 inhibitors pilot replicate=0.2
Cn1cc(CN2CCC(n3nccc3NC(=O)CCOc3ccccc3)CC2)cn1,0.0%,nt,-1.3%,nt,nt,5%,nt,1.5%,nt,-1%,
CCOC(=O)Cn1nnnc1C(CC)N(Cc1cccs1)Cc1cc2ccc(OC)cc2[nH]c1=O (stereo unspecified),0.2%,1.0%,3.1%,14,-5,1%,i,-0.6%,2.0%,3%,
O=C(NCCC1=CCCCC1)C1CCN(C(=O)c2ccc(Br)cc2)CC1,-1.0%,-1.0%,2.1%,-1,-11,-1%,i,5.5%,-8.0%,7%,
CCOC(=O)c1c(C)[nH]c(C2=NNC(=Nc3cccc(Cl)c3)SC2)c1C,-1.5%,0.8%,1.2%,63*,35*,nt,i,nt,-50%,16%,
CNS(=O)(=O)c1ccc(NC(=O)c2cnn3c(C(F)F)cc(-c4ccccc4)nc23)cc1,?,0.2%,16%,-13,-2,-8%,i,-0.4%,-8.2%,6%,
CCN1CCN(C2=C(NS(=O)(=O)c3ccc(Br)cc3)C(=O)c3ccccc3C2=O)CC1,-0.2%,nt,0.4%,nt,nt,24%,nt,-0.3%,nt,21%,
COc1ccc(OC)c(Cc2nnc(CCC(=O)N3CCC(N4CCCCC4)CC3)o2)c1,1.0%,3.1%,-0.6%,14,0,nt,i,nt,0.7%,-9%,
O=C(CCN1C(=O)[C@@H]2Cc3ccccc3CN2C1=O)NCCc1ccccc1,-0.4%,nt,0.1%,nt,nt,-7%,nt,0.1%,nt,0%,
O=C1NC2(CCCC2)C(=O)N1Cc1cc(=O)n2ccsc2n1,0.0%,nt,1.6%,nt,nt,nt,i,nt,nt,18%,
COc1cc(/C=N/NC(=O)CCOc2ccccc2C)cc(Br)c1O,0.6%,2.3%,2.6%,-12,5,-4%,i,-1.2%,-4.9%,37%,
CC(C)Oc1cccc(C(=O)C2CCCN(C(=O)c3ccccn3)C2)c1 (stereo unspecified),-0.3%,nt,3.5%,nt,nt,-3%,nt,0.5%,nt,6%,
Cc1cc2c(c(=O)n1C)C(Cc1ccccc1)C(C#N)=C(N)O2 (stereo unspecified),-0.1%,-1.3%,4.5%,4,4,4%,i,0.8%,-1.5%,16%,
C/C(CC(=O)Nc1ccccc1C)=N\NC(=O)Cc1csc(N)n1,-0.3%,-1.9%,1.2%,5,17,0%,i,0.4%,-3.7%,-3%,
COc1cc(OC)c(OC)cc1CN(C)CC1CCCN(CCc2ccccc2F)C1 (stereo unspecified),-0.4%,nt,-0.9%,nt,nt,-10%,nt,0.9%,nt,10%,
Cc1ccc2c(c1)/C(=C/c1ccc(F)cc1)C(=O)N2,?,nt,8.2%,nt,nt,-12%,nt,-0.1%,nt,4%,
C1=C(CCNc2ncnc3nc[nH]c23)CCCC1,-0.2%,nt,-0.4%,-1,2,-1%,i,0.1%,1.0%,1%,
CCC(CC)c1nnc(NC(=O)c2ccc3ccccc3n2)s1,-0.4%,-0.5%,2.1%,61*,52*,-3%,i,-0.2%,-22%,7%,
CCN(CC(=O)NCc1ccc(F)cc1)C(=O)/C=C/c1cccs1,-0.7%,-1.6%,-0.5%,6,9,2%,i,3.7%,0.0%,1%,
CC(C)COc1ccc(CNC(=S)NCc2ccccc2)cc1,-0.5%,-2.0%,-2.4%,69*,66*,-2%,i,-0.2%[50 µM],0.0%,4%,
Cc1ccc2c(c1)N(C(=O)CCC(=O)NCCN1CCOCC1)CC(C)O2 (stereo unspecified),1.7%,nt,1.3%,nt,nt,0%,nt,-2.2%,nt,10%,
CSc1nnc(CCNS(=O)(=O)c2ccccc2Br)n1C,0.8%,nt,0.7%,nt,nt,-13%,nt,-0.1%,nt,7%,
c1ccc(-c2nc(NCc3cccnc3)c3ccccc3n2)cc1,1.7%,-1.0%,5.6%,6,-10,-6%,i,-2.1%,-5.1%,0%,
c1ccc(-c2nc(N3CCCCCC3)nc(-n3ccnc3)n2)cc1,?,-0.8%,45%,17,5,-6%,i,8.0%,-0.7%,8%,
O=C1CN(S(=O)(=O)c2cc(Cl)ccc2Cl)CCN1,0.0%,-0.6%,-0.7%,-13,-2,-3%,i,0.3%,-7.1%,3%,
COC(=O)C1(CCSC)NC(c2ccc(O)cc2)C2C(=O)N(c3ccc(F)cc3)C(=O)C21 (stereo unspecified),-0.1%,nt,0.4%,nt,nt,9%,nt,-2.2%,nt,-3%,
O=C(Cn1cnc([N+](=O)[O-])n1)N/N=C/c1cc(Cl)ccc1O,-1.3%,1.3%,0.4%,-6,8,-14%,i,-0.4%,-0.8%,9%,
CC(C)(C)OC(=O)N1CCC(Cc2cc(-c3ccccc3)no2)(C(=O)O)CC1,1.1%,nt,1.3%,nt,nt,-7%,nt,1.2%,nt,11%,
Cc1ccc(C(C)C)c(OCCN2C(=O)NC(C)(C)C2=O)c1,-0.6%,0.3%,0.9%,-8,-3,-4%,i,0.0%,-6.2%,10%,
CCC1CCCCN1CC(O)Cn1c2ccccc2n2c(=O)cc(C)c(C#N)c12 (stereo unspecified),-0.7%,-1.5%,-0.1%,-9,3,-7%,i,2.7%,-1.4%,6%,
CCN(C(=O)COC(=O)c1cc2ccccc2cc1O)C1CCS(=O)(=O)C1 (stereo unspecified),1.1%,0.3%,1.2%,-9,-2,2%,i,5.5%,-3.9%,11%,
OC(c1ccc(Cl)cc1)C(CN1CCOCC1)c1ccccc1 (stereo unspecified),0.1%,nt,0.5%,nt,nt,-5%,nt,0.1%,nt,5%,
O=C(COc1ncnc2ccccc12)Nc1ccccc1[N+](=O)[O-],-0.4%,-1.1%,0.6%,2,1,-1%,i,0.3%,-1.4%,10%,
COc1nc2ccc(C)cc2cc1-c1noc(-c2cccnc2)n1,0.8%,-2.5%,0.3%,-2,-12,3%,i,2.1%,1.6%,-1%,

# Next section, starting with the last two of the part before.
SMILES,West Nile antiviral,ER stress rescue,RSV antiviral HEp-2,WT yeast gro inh,WT yeast gro inh mutant strain,NS5 inhibitors,Yfh1-off respiration,K1F lysis inhibition,XIAP displacement,SV40 large T antigen,others
O=C(COc1ncnc2ccccc12)Nc1ccccc1[N+](=O)[O-],-0.4%,-1.1%,0.6%,2,1,-1%,i,0.3%,-1.4%,10%,
COc1nc2ccc(C)cc2cc1-c1noc(-c2cccnc2)n1,0.8%,-2.5%,0.3%,-2,-12,3%,i,2.1%,1.6%,-1%,
O=C(O)c1cc(/C=C/C(=O)c2cc(F)ccc2O)c2c(c1)COCO2,-0.1%,nt,1.6%,nt,nt,>100µM*,i,0.5%[50 µM],nt,17%,
Cc1ccc(Oc2ccc(NC(=O)Cn3ccsc3=N)cc2)cc1,0.3%,-5.0%,36%,12,28,-2%,i,?,-4.2%,25%,
Cc1ccc(C(=O)CC(C(=O)O)n2cccn2)cc1 (stereo unspecified),nt,nt,1.1%,-8,3,-9%,nt,0.0%,-4.4%,21%,
COCCn1c(SCC(=O)NCCc2ccc(OC)c(OC)c2)nc2c([nH]c3ccccc32)c1=O,0.3%,-0.9%,1.8%,-7,1,0%,i,0.0%,-6.1%,7%,
O=C(CN1CCOCC1)NC1C2CC3CC(C2)CC1C3 (stereo unspecified),-0.2%,-1.6%,0.5%,-21,-7,0%,i,0.7%,-1.4%,-1%,
N#CCCn1cc(/C=N/NC(=O)c2ccncc2)c(-c2ccc(F)cc2)n1,0.5%,0.8%,2.3%,-32,6,-5%,i,0.9%,-5.2%,1%,
O=C(CCS(=O)(=O)c1ccc(Br)cc1)NC1CCCC1,-0.4%,-1.3%,0.6%,-16,-8,1%,i,-0.8%,-0.1%,3%,
O=C(NCCN1CCOCC1)c1ccc2ccccc2c1,nt,-0.7%,1.4%,11,-16,-1%,nt,4.8%,-8.6%,8%,
COC(C[C@@H](O)C[C@H](O)[C@@H](C)OCc1ccccc1)OC,0.0%,nt,nt,nt,nt,-8%,i,1.8%,nt,nt,
CSc1nc2n(n1)C(c1ccccn1)C1=C(CC(C)(C)CC1=O)N2 (stereo unspecified),-0.5%,-1.1%,-0.1%,1,12,6%,i,i,-4.7%,5%,
O=C(Nc1ccccc1-c1ccccc1)NC1CC2CCCC(C1)N2CCc1ccccc1 (stereo unspecified),-1.7%,-1.4%,0.1%,-19,6,-9%,i,0.1%,-8.1%,3%,
Cc1ccc(-n2nnnc2-c2cnc(N3CCCC3)nc2C(F)(F)F)cc1,-0.4%,0.4%,7.9%,6,-2,-7%,i,-0.1%,-4.3%,9%,
N#Cc1c(-c2ccccc2)nc(SCc2ccc([N+](=O)[O-])cc2)[nH]c1=O,1.1%,nt,3.2%,nt,nt,2%,nt,-1.9%,nt,10%,
Cc1ccc(C)c(N(CC(=O)NCCc2ccccc2)C(=O)CCC(=O)Nc2ccccn2)c1,0.0%,nt,0.6%,nt,nt,-4%,nt,-0.6%,nt,8%,
Clc1ccc(COn2ccnc2)cc1Cl,-0.1%,-0.3%,nt,5,14,-8%,i,-0.1%,-2.8%,6%,
CCOC(=O)NNc1ccccc1,0.8%,nt,0.6%,nt,nt,-2%,i,0.1%,nt,8%,
S=C(Nc1cc(Cl)cc(Cl)c1)N1CCN(c2ccccn2)CC1,-0.6%,nt,1.0%,nt,nt,0%,nt,0.2%[50 µM],nt,-1%,
